# From PubChem BioAssay
# HCV NS3 hel inh – inhibitors of HCV NS3 helicase, primary screen, biochemical, Cy5 molecular beacon fluorescence | Hepatitis C virus NS3 helicase | NS3 helicase DNA unwinding | inhibition, % at 10.9 µM | actives 0.56% (n = 290,000) | AID 1800, 2009;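 active = inhibition above the mean of all tested compounds plus 3 SD, set per campaign, cut at about 35% in these data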;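 note: 0% = DMSO wells and 100% = thioflavine S control wells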
#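 test system = hepatitis C virus NS3 helicase domain fragment enzyme | reagent = annealed dual-labelled DNA beacon duplex, ATP-started | times = 1 h at 25 °C | detection = Cy5 fluorescence, 0 and 60 min reads | read-out basis = percent inhibition from t60/t0 fluorescence ratio | control set = DMSO and thioflavine S | replication = one well per compound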
# UBC9 SUMO inh – inhibitors of in vitro SUMOylation cascade, primary screen, biochemical, HTRF, uHTS | actives 0.36% (n = 290,000) | inhibition, % at 35 µM | SUMO-conjugating enzyme UBC9 (Homo sapiens), P63279 | HTRF SUMOylation assay, SAE1/SAE2 + UBC9; in the data active = inhibition above about 50%, passing the limit was not always enough; note: strong numbers were not always called active
# FID counter – compounds displacing fluorescent DNA intercalator, primary screen, artefact control for HCV NS3 helicase inhibitor project, biochemical, FID fluorescence | DNA fluorescent intercalator displacement | inhibition, % at 7.9 µM | actives 0.17% (n = 290,000) | AID 1845, 2009; in the data active = inhibition above about 37%;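 note: 0% = vehicle and 100% = reference compound; higher means more ethidium bromide displaced from hairpin DNA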
# p-CIP stab down – p/CIP-EGFP fusion destabilizers, primary screen, fluorescence, F442A cells | Q05BA5 | 16 h | decrease of EGFP signal, % at 10 µM | actives 0.01% (n = 290,000) | AID 1984, 2009;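 active = EGFP signal decrease of at least 30% at 10 µM or well 3 SD below plate mean, unless failing retest; inactive = the rest, including hits failing retest or dose response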; note: some compounds called inactive have numbers as strong as hits; many of its hits are not listed in these tables
# Target sequence (Q05BA5 1-1403): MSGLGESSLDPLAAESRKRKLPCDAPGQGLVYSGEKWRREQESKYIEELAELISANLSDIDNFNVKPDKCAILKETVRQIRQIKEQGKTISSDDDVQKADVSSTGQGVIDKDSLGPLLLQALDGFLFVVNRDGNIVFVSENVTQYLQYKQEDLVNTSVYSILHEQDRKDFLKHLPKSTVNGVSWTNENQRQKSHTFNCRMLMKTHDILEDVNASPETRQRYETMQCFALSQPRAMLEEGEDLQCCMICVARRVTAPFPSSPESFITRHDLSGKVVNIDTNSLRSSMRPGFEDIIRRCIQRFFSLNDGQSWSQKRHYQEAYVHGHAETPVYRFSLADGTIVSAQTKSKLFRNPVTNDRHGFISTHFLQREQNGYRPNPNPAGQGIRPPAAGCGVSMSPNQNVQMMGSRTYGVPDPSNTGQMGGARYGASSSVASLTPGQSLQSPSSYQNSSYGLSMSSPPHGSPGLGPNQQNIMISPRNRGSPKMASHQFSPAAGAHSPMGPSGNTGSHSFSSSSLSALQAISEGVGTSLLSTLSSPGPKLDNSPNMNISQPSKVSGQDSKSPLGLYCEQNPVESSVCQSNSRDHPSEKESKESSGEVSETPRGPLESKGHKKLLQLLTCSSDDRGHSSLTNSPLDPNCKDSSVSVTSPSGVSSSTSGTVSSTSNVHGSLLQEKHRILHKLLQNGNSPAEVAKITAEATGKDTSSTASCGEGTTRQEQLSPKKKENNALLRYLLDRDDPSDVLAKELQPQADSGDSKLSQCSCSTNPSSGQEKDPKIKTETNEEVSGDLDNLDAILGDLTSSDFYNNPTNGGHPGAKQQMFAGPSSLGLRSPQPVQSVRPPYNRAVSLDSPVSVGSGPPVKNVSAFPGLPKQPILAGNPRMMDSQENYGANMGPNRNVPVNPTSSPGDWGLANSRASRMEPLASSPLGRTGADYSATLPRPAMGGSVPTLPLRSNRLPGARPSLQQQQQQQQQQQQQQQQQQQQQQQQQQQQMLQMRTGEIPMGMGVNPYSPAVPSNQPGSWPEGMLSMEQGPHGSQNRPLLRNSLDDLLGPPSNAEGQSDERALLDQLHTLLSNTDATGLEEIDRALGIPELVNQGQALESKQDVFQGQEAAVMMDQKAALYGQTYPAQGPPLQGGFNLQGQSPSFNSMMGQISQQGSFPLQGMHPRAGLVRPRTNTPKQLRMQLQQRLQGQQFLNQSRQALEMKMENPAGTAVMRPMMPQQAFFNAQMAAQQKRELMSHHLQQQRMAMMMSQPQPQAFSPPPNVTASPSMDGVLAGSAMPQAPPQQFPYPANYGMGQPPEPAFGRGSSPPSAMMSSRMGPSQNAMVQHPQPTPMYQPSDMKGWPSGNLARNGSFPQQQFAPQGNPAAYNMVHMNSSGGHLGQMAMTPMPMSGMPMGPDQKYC
# VIM-2 inh – VIM-2 metallo-beta-lactamase inhibitors, primary screen, biochemical, epi-absorbance readout, Pseudomonas aeruginosa enzyme | actives 0.89% (n = 290,000) | AID 1527, 2009 | inhibition, % at 5.6 µM | purified VIM-2, nitrocefin hydrolysis, epi-absorbance fluorescence;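 active = inhibition above the mean of all tested compounds plus 3 SD, cutoff set per screening run, cut at about 7.5% in these data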;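 note: red hydrolysis product quenches plate fluorescence so inhibitors raise well fluorescence; 0% = enzyme with DMSO and 100% = DMSO without enzyme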
# IMP-1 inh – IMP-1 metallo-beta-lactamase inhibitors, primary screen, biochemical, epi-absorbance readout, Pseudomonas aeruginosa enzyme; metallo-beta-lactamase IMP-1 (Pseudomonas aeruginosa); purified IMP-1, nitrocefin hydrolysis, epi-absorbance fluorescence; inhibition, % at 5.6 µM; actives 0.45% (n = 290,000); AID 1556, 2009;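 active = inhibition above the mean plus 3 SD of all compounds in the same screening run, cut at about 4.5% in these data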;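 note: 0% = IMP-1 with DMSO and 100% = DMSO wells lacking enzyme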
#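 System: purified IMP-1 / Input: IMP-1 dispensed at 0.2 nM / Medium: 50 mM HEPES pH 7.1, 50 µM ZnSO4, 0.05% Brij 35 / Timing: 15 min enzyme–compound preincubation, then 25 min nitrocefin reaction, 25 °C / Technique: plate fluorescence quenching by hydrolysis product, ex 480/em 530 nm / Repeats: singlicate testing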
# PHOSPHO1 inh – PubChem AID 1565; Phosphoethanolamine/phosphocholine phosphatase (Homo sapiens), Q8TCT1; recombinant PHOSPHO1, absorbance phosphatase assay; inhibition, % at 13.3 µM; actives 1.1% (n = 290,000); in the data active = inhibition above about 60%
# MEKK3 PB1 HTS – modulators of MEKK3-MEK5 PB1 binding, primary screen, biochemical, wildtype MEKK3, multiplex bead flow cytometry, Alexa488-MEK5; Mitogen-activated protein kinase kinase kinase 3 (Homo sapiens), Q99759; bead-based flow cytometry, Alexa488-MEK5 binding to MEKK3; actives lie on both sides; 0 = blocked by unlabeled MEK5, 100 = vehicle; binding response (% of control), % at 10 µM; actives 1.4% (n = 290,000); AID 1529, 2009;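 active = binding response more than 3 SD above or below the average of its plate-row segment, actives on both sides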;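 note: Alexa488 bead fluorescence after subtracting the streptavidin-only scavenger bead signal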
# IDE cell activ – human IDE activators in live cells, primary screen, fluorescence polarization, HEK cells, FAbeta-B substrate; Insulin-degrading enzyme (Homo sapiens), P14735; AID 493087, 2011; actives 0.073% (n = 340,000); FAbeta-B cleavage; 0% vehicle, 100% cell-free pure enzyme wells; activation, % at 5.96 µM;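 active = activation above the mean of all tested compounds plus 3 SD, set per screening campaign, cut at about 17% in these data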
# * hit, by the source's call; nt = not tested or not shown. Only part of the results is shown; count on the stated rates, not on these rows.
Structure	HCV NS3 hel inh	UBC9 SUMO inh	FID counter	p-CIP stab down	VIM-2 inh	IMP-1 inh	PHOSPHO1 inh	MEKK3 PB1 HTS	IDE cell activ
Cc1cc2c3c(ccc(C)c3n1)N=CN2c1ccccc1	2	22	4	-1	8.4*	-0.3	8	94	1
COCCCNC(=O)/C(C#N)=C/c1cccc(NC(=O)c2ccccc2Cl)c1	0	2	-3	-6	-0.7	-3.1	28	125	3
CCOC(=O)C1(Cc2cccc(OC)c2)CCN(Cc2ccccc2OC)CC1	-22	25	13	-8	0.1	-0.5	28	104	5
CCc1ccc(NC(=O)CSc2nnc(Cn3c(=O)sc4ccccc43)n2C)cc1	1	-12	-4	-8	-2.6	-0.9	-2	105	11
COCCNC(=O)c1ccc2c(c1)nc(C)n2-c1cccc(Cl)c1	2	2	-24	-9	3.0	1.8	25	99	-4
COc1cc(-c2nc(C(=O)NCC3CCCO3)cc3c2[nH]c2ccccc23)cc(OC)c1OC (stereo unspecified)	-31	3	-26	-1	-0.2	-3.3	23	100	5
CCOC(=O)C1=NOC(CNC(=O)c2ccccc2Cl)C1 (stereo unspecified)	-2	5	1	-1	-1.1	-2.5	11	102	5
O=C(C(Sc1ccccc1)c1ccccc1)N1CCN(c2ccccc2)CC1 (stereo unspecified)	-30	0	-10	5	-0.9	-3.6	-26	97	0
Cc1[nH]nc(N=Cc2c(O)n(C)c(=O)n(C)c2=O)c1-c1ccccc1	nt	16	nt	11	nt	nt	6	106	nt
CC(C)c1ccc(Nc2nc(Cl)nc(Cl)n2)cc1	2	6	4	-1	-0.4	0.4	-21	105	1
CN1CCN(C(=O)c2ccccc2N(Cc2ccccc2)S(=O)(=O)c2ccccc2)CC1	0	6	12	3	-5.1	-3.1	-2	94	9
Cc1ccc(NS(=O)(=O)c2cc(C(N)=O)ccc2C)cc1	2	16	-1	-9	0.1	-1.6	-1	104	3
CC(C)OC(=O)c1cccc(C(=O)Oc2ccc(Br)cc2)n1	5	6	0	-4	-3.6	-1.5	42	100	4
C#CCN(C(=O)CC1C(=O)NCCN1C/C=C/c1ccccc1)C1CCCCC1 (stereo unspecified)	-13	10	-19	-9	-0.4	-4.9	39	104	-4
C=C(C)c1cccc(C(C)(C)NC(=O)Nn2cnnc2)c1	-2	1	-5	-1	1.9	-0.9	-4	107	3
Cc1nc2ccccc2nc1NS(=O)(=O)c1ccc(N)cc1	17	22	2	9	3.1	0.8	25	78	5
CCN(CC)/C(=N\S(=O)(=O)c1ccc(F)cc1)c1ccccc1	-2	16	-15	-6	-1.8	-3.4	34	108	4
Cc1cc(C)n2c(SCC(=O)NC3CCCC(C)C3C)nnc2n1 (stereo unspecified)	0	-3	-18	-26	-5.3	-3.0	2	107	7
CCOC(=O)c1c(NC(=O)c2ccccc2C(=O)O)sc2c1CCCC2	35	18	-29	3	0.3	-1.5	19	100	6
CCOC(=O)C1(CC2CCCCO2)CCN(Cc2c(C)cc(C)cc2-n2cccn2)CC1 (stereo unspecified)	-2	11	9	-2	-1.9	-0.1	35	104	3

# Complete entries from above. Values in the order: HCV NS3 hel inh | UBC9 SUMO inh | FID counter | p-CIP stab down | VIM-2 inh | IMP-1 inh | PHOSPHO1 inh | MEKK3 PB1 HTS | IDE cell activ
# `Cc1[nH]nc(N=Cc2c(O)n(C)c(=O)n(C)c2=O)c1-c1ccccc1` is listed as nt | 16 | nt | 11 | nt | nt | 6 | 106 | nt
# `CN1CCN(C(=O)c2ccccc2N(Cc2ccccc2)S(=O)(=O)c2ccccc2)CC1` is listed as 0 | 6 | 12 | 3 | -5.1 | -3.1 | -2 | 94 | 9

# Next results follow.
Structure	HCV NS3 hel inh	UBC9 SUMO inh	FID counter	p-CIP stab down	VIM-2 inh	IMP-1 inh	PHOSPHO1 inh	MEKK3 PB1 HTS	IDE cell activ
Cc1ccc2[nH]c3c(=O)n(CC(=O)N4CC(C)CC(C)C4)ncc3c2c1 (stereo unspecified)	-6	5	-42	8	2.0	-1.2	40	93	6
COc1cc(C(=O)NCC(=O)OCC(=O)Nc2ncc(Cl)cc2Cl)cc(OC)c1OC	6	17	-10	-18	-2.3	-1.8	22	103	3
Cc1ccc(OCC(=O)O/N=C(\N)c2ccccn2)cc1	2	16	-8	-3	-0.1	-1.1	34	74	2
O=C(COC(=O)C1CCCCC1C(=O)N1CCc2ccccc21)NCc1ccco1 (stereo unspecified)	18	8	-22	-10	0.6	-0.4	-4	nt	-2
O=C(OCC(=O)N1CCN(c2ccccc2)CC1)c1ccco1	-3	3	-3	-3	-2.4	-2.4	29	114	-2
CS(=O)(=O)N1CCN(c2ccccc2NC(=O)c2ccc3c(c2)OCCO3)CC1	-8	7	-22	-1	-2.5	-2.3	22	101	5
Fc1ccc(-c2csc3ncnc(Cl)c23)cc1	13	19	2	-12	-2.8	-4.3	-78	110	-5
Nc1nonc1C(=O)NCCc1ccccc1	-5	-2	0	-2	-2.2	2.8	-7	100	-5
COc1cc(NC(=S)NCc2cccnc2)c(OC)cc1Cl	-2	10	-2	-7	-2.1	-2.1	42	101	2
CN1CCN(C(=O)NC2CCCCC2)CC1	3	1	6	-12	-0.3	0.1	-2	106	-2
COCCN(C(=O)Cc1cccs1)C(C(=O)NC1CCCC1)c1cc(OC)c(OC)c(OC)c1 (stereo unspecified)	5	13	-10	-10	0.8	-3.9	62*	106	4
Cc1c(NC(=O)Nc2cccc(Cl)c2Cl)c(=O)n(-c2ccccc2)n1C	6	1	-13	2	-2.8	-2.0	43	101	5
CCc1noc(C)c1C(=O)N1CCCC(N2CCN(c3cccc(Cl)c3)CC2)C1 (stereo unspecified)	-1	4	-27	4	0.1	-1.9	8	101	0
CCOC(=O)CC(=O)CSc1ccc2nnc(-c3ccc(C)cc3)n2n1	26	28	-29	-6	0.4	-1.1	68*	108	1
Cc1cccc(Cn2c(N3CCN(c4ccccc4)CC3)nc3c2c(=O)n(C)c(=O)n3C)c1	-8	-1	3	-6	-1.8	-1.6	-12	106	9
COC(=O)[C@@]1(Cc2ccc(F)cc2)[C@H]2c3cc(C(=O)N(C)C)n(Cc4ccc(OC(F)(F)F)cc4)c3C[C@H]2CN1C(=O)c1ccccc1	-11	-47	-32	1	-2.3	-3.6	6	99	nt
CCC(=O)Oc1ccc(C(=O)Nc2cccc(C(=O)c3ccccc3)c2)cc1	-4	-22	-25	-21	-6.1	-2.0	-20	104	3
CCOC(=O)C1CCN(C(=O)c2ccc(N(C)S(=O)(=O)c3ccc(OC)cc3)cc2)CC1	13	-2	-45	-14	2.0	0.9	-8	79	1
CC(C)(C)c1ccc(Cn2ccc(-c3ccc4c(c3)OCO4)n2)cc1	6	0	-3	-17	-4.7	-1.4	-16	100	3
O=C1NC2(CCCCCC2)C(=O)N1Cc1ccccc1Cl	-6	6	-15	-7	0.4	0.1	44	108	-3

# Records above marked active in PHOSPHO1 inh:
structure	HCV NS3 hel inh	UBC9 SUMO inh	p-CIP stab down	VIM-2 inh	IMP-1 inh	PHOSPHO1 inh	MEKK3 PB1 HTS	IDE cell activ
COCCN(C(=O)Cc1cccs1)C(C(=O)NC1CCCC1)c1cc(OC)c(OC)c(OC)c1 (stereo unspecified)	5	13	-10	0.8	-3.9	62*	106	4
CCOC(=O)CC(=O)CSc1ccc2nnc(-c3ccc(C)cc3)n2n1	26	28	-6	0.4	-1.1	68*	108	1

# (cont.)
Structure	HCV NS3 hel inh	UBC9 SUMO inh	FID counter	p-CIP stab down	VIM-2 inh	IMP-1 inh	PHOSPHO1 inh	MEKK3 PB1 HTS	IDE cell activ
CC(C)C1Oc2ccccc2N(CC(=O)N(Cc2ccccn2)C2CC2)C1=O (stereo unspecified)	-6	14	-33	-5	-2.2	-3.2	-3	108	-1
Cc1ccc(SCc2c(C#N)c3ccccc3n2C)cc1	-2	-6	-5	8	-4.0	-3.7	2	102	-6
CCN1CCN(CCNC(=O)CCCCCn2c(=O)[nH]c3cc(C(=O)OC)ccc3c2=O)CC1	2	17	11	-10	0.3	-1.3	-131	101	1
O=C(C[n+]1ccccn1)c1ccccc1	-8	0	6	2	-1.5	-2.4	29	105	2
Cc1cccc(CNC(=O)C2CCCN(c3nn4c(=O)cc(C)nc4s3)C2)c1 (stereo unspecified)	2	7	-25	-17	-2.3	-3.1	23	99	1
Cc1cc(=O)oc2cc(OCC(=O)OCC(=O)Nc3ccccc3F)ccc12	-11	8	1	13	-0.4	-4.0	-7	89	1
CCCCC(=O)N1CCCC(c2nc3c(nnn3Cc3cc(C)ccc3C)c(=O)[nH]2)C1 (stereo unspecified)	-2	9	-37	-3	-2.8	-4.2	-8	104	5
CN(Cc1nc(-c2ccncc2)no1)S(=O)(=O)c1ccccc1	11	18	-4	-23	-0.8	2.2	14	105	3
CCOc1ccc(NC(=O)CS(=O)(=O)c2cn(C)c3ccccc23)cc1	-3	2	-14	-4	-6.7	-4.4	2	116	4
COc1ccc(C(=O)Nc2ccc([N+](=O)[O-])cn2)c(OC)c1	0	-18	1	-6	-2.7	-4.4	1	102	5
Cc1ccc(CC(=O)Nc2nccs2)cc1	2	19	-6	-8	0.1	0.9	nt	101	0
Cc1ccc(C)c(N(C(=O)c2csnn2)C(C(=O)NC2CCCCC2)c2ccncc2)c1 (stereo unspecified)	-4	15	-30	-8	-1.1	-1.4	26	104	-1
Cc1ccc(CCNC(=O)C2CCC(=O)N(CC3CCCCC3)C2)cc1 (stereo unspecified)	0	-9	-47	-16	-2.6	-0.2	5	98	-4
COCCC(=O)N1CCCC(C(=O)c2ccccc2SC)C1 (stereo unspecified)	-18	nt	-8	nt	-2.2	19*	nt	107	1
Oc1ccccc1/C=N/NC(=S)NC1CC2C=CC1C2 (stereo unspecified)	27	6	-2	-12	-4.0	-2.8	-15	107	1
COc1ccc(C)cc1NC(=O)CNC(=O)Cn1ccc2ccccc2c1=O	9	0	-12	3	-0.8	1.2	-6	112	4
O=C(CNC(=O)c1ccccc1F)c1ccc(Br)cc1	2	-22	-11	6	-2.9	-2.0	23	98	4
O=C(c1cc(-c2ccc(Cl)cc2)on1)N1CCCCCC1	2	12	-15	-14	0.0	-1.7	28	103	0
CC(CN1CCOCC1)C(=O)O (stereo unspecified)	-3	-33	2	7	-0.8	-5.3	-20	126*	0
O=P(COc1ccccc1)(c1ccccc1)c1ccccc1	-2	1	-16	-2	1.1	-2.5	-5	101	0
OC(CNCc1ccc2c(c1)OCO2)COc1ccccc1 (stereo unspecified)	-3	-1	1	4	-3.7	-2.5	33	95	8
CSc1ccc(S(=O)(=O)Nc2cccc(F)c2)cc1	7	2	-5	-7	-3.4	-2.2	2	106	nt
